# POLI inh: qHTS for Inhibitors of Polymerase Iota | DNA polymerase iota (Homo sapiens), Q9UNA4 | Pol iota fluorescent replication assay, 10 min | Potency, µM (titrated, usually from 115 µM), inactives show at the top dose activity, negative = inhibition, hits mostly inhibitors | 1% of 390,000 active | AID 588590, 2011
#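 Pol iota at 10 nM preincubated 15 min with compounds at room temperature; reaction started with fluorescent substrate, 50 nM final. Fluorescence read kinetically at 0 and 10 min; buffer-only wells as negative control.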
# POLB inh: qHTS Assay for Inhibitors of DNA Polymerase Beta | Pol beta primer extension/strand displacement, fluorescence kinetic | Potency, µM (titrated, usually from 114 µM), for inactives: top-dose activity change, negative = inhibition, hits mostly inhibitors | 1.3% of 340,000 active; further: on the % scale 0 is the no-effect control and ±100 the full control effect
#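 Preincubation: enzyme (10 nM) with compound, 15 min, RT. Reaction: substrate added to 50 nM final. Reads: 0 and 10 min. Analysis: normalized, Hill fit.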
# BLM inh: qHTS Assay for Inhibitors of Bloom's syndrome helicase (BLM). recombinant BLM DNA unwinding, fluorescence dequenching. Potency, µM (highest dose often 56.1 µM), for the others: at the highest dose activity change, negative = inhibition, actives largely listed as inhibitors. 0.2% of 350,000 active;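 further: plate controls were vehicle for no effect and no enzyme for full effect; nearly all actives have a fitted effect of over 35% in size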
# G9a block: qHTS Assay for Inhibitors of Histone Lysine Methyltransferase G9a | Histone-lysine N-methyltransferase EHMT2 (Homo sapiens), Q96KQ7 | G9a H3K9 monomethylation, AlphaScreen, 2 h | Potency, µM (titrated, usually from 102 µM), inactives show at the top dose activity, negative = inhibition, most hits filed as inhibitors | 8.8% of 350,000 active | AID 504332, 2011; further: on the % scale 0 is the no-effect control and ±100 the full control effect; nearly all actives have a fitted effect of over 75% in size
#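 Step 1: enzyme (final 20 nM) with compound, 15 min RT. Step 2: substrate peptide 500 nM and SAM 20 uM, 2 h RT. Step 3: anti-H3K9me1 antibody and AlphaScreen beads, 10 min, then plate read.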
# BAZ2B block: qHTS Assay for Inhibitors of BAZ2B | AlphaScreen BAZ2B-H3K14Ac peptide displacement | Potency, µM (titrated, usually from 114 µM), without a hit: at the top dose activity change, negative = inhibition, actives largely listed as inhibitors | Bromodomain adjacent to zinc finger domain protein 2B (Homo sapiens), Q9UIF8 | 4.4% of 360,000 active; further: on the % scale 0 is the no-effect control and ±100 the full control effect; nearly all actives have a fitted effect of over 60% in size
# Target sequence (Q9UIF8 whole entry, looked up, the tested form may be a part): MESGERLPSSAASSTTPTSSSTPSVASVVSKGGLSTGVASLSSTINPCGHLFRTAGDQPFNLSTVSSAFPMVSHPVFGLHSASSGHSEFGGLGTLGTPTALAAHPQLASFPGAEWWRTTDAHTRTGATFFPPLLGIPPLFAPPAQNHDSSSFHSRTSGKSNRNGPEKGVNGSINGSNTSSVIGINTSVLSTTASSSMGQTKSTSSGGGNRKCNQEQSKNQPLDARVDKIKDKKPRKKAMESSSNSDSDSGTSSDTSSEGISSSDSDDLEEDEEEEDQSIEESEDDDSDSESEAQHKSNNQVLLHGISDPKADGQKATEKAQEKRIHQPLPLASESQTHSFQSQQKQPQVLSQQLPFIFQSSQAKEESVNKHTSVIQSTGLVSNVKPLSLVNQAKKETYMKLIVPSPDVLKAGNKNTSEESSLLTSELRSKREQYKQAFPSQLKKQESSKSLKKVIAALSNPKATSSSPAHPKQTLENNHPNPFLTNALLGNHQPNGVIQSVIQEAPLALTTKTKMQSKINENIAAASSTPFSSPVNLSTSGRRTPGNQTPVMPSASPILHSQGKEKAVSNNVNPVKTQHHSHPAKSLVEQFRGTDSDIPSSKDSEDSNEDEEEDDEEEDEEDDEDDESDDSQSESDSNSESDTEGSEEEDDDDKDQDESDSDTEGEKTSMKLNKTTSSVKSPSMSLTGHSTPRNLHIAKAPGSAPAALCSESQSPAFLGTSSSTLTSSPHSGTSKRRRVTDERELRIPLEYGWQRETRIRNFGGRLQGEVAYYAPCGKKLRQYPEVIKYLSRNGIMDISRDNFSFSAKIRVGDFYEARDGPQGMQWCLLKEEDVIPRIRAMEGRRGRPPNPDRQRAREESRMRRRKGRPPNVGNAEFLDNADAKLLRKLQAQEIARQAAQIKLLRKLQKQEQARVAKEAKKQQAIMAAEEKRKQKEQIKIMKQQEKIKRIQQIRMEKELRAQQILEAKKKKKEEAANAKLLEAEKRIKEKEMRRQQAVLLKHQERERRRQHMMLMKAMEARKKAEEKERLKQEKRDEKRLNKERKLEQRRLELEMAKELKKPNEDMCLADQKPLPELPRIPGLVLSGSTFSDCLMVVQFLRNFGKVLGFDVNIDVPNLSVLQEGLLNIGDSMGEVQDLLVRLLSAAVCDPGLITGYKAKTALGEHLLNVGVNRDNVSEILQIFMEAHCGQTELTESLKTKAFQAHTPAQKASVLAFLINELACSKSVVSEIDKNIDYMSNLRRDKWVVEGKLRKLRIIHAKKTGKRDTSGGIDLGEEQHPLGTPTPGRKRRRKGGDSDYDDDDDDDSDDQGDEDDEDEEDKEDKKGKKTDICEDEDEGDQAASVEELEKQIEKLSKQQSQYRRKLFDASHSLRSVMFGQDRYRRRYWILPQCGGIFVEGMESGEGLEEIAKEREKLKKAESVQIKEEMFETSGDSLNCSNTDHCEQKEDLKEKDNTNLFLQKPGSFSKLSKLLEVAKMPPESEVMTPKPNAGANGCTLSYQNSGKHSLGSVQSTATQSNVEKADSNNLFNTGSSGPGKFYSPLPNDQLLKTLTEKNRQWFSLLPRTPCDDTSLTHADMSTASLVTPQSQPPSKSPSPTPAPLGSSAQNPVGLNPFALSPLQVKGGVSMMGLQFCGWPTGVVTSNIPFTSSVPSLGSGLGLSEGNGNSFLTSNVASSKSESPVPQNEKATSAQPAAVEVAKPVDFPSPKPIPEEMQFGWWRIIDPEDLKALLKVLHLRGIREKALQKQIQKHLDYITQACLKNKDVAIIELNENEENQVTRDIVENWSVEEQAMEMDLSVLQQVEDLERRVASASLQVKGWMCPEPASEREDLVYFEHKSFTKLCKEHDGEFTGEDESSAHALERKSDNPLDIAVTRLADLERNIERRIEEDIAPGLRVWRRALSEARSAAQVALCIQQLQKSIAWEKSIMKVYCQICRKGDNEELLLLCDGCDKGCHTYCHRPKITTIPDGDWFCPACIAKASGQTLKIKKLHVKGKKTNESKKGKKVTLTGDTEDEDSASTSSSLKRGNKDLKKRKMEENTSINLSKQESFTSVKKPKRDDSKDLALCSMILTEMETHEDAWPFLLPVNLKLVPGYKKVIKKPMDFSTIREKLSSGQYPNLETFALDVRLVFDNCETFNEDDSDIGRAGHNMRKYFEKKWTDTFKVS
#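 BAZ2B (50 nM) with biotin-H3(5-23)K14Ac peptide (50 nM) in PBS pH 7.4, 0.01% Tween-20, preformed 30 min, then compound 30 min at room temperature; top concentration 110uM. AlphaScreen streptavidin donor/nickel chelate acceptor beads (10 ug/mL final), 20 min dark, signal read.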
# APEX1 inh: qHTS Assay for Inhibitors of the Human Apurinic/apyrimidinic Endonuclease 1 (APE1); recombinant APE1, TAMRA/BHQ-2 abasic DNA cleavage fluorescence; Potency, µM (top dose mostly 65.8 µM), for the others: top-dose activity change, negative = inhibition, usual class: inhibitors; 0.35% of 350,000 active; AID 2517, 2012;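 further: plate controls were vehicle for no effect and reference inhibitor for full effect; nearly all actives have a fitted effect of over 55% in size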
#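 Enzyme (0.75 nM final) and test compound are incubated 15 min at room temperature before adding 50 nM quenched THF abasic-site duplex. Cleavage dequenches TAMRA, followed at 525/598 nm over three reads one minute apart.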
# Apoferritin bind: qHTS Assay for Identification of Novel General Anesthetics; Ferritin light chain (Equus caballus), P02791; apoferritin/1-aminoanthracene competitive binding, fluorescence; Potency, µM (series often up to 77.5 µM), inactives show at the highest dose activity change, negative = displacement, actives largely listed as inhibitors; 0.074% of 350,000 active; AID 485281, 2010; further: on the % scale 0 is the no-effect control and ±100 the full control effect; nearly all actives have a fitted effect of over 20% in size
#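 Horse-spleen apoferritin (10 uM) in 50% saturated 1-aminoanthracene in PBS was incubated 10 min at room temperature with compound. Fluorescence (ex 380, em 535 nm) was normalized to free and bound 1-AMA, with concentration-response fitted by a four-parameter Hill equation.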
# POLH inh: qHTS for Inhibitors of Polymerase Eta. DNA polymerase eta (Homo sapiens), Q9Y253. 1.2% of 390,000 active. recombinant Pol eta, fluorescent DNA replication assay. Potency, µM (doses to about 114 µM), without a hit: at the highest dose activity change, negative = inhibition, actives largely listed as inhibitors; further: on the % scale 0 is the no-effect control and ±100 the full control effect
#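 Fluorescent replication assay: 50 nM final substrate added after a 15 min room-temperature compound preincubation with 10 nM enzyme. Signal taken at 0 min and again at 10 min.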
# POLK inh: qHTS for Inhibitors of Polymerase Kappa | purified Pol kappa, fluorescent DNA synthesis assay, 10 min | AID 588579, 2011 | Potency, µM (series often up to 107 µM), for the others: at the highest dose activity, negative = inhibition, hits mostly inhibitors | 0.53% of 400,000 active | DNA polymerase kappa (Homo sapiens), Q9UBT6; further: on the % scale 0 is the no-effect control and ±100 the full control effect
#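 Inhibition of 10 nM Pol kappa is measured by a fluorescent read-out at 0 and 10 min following addition of 50 nM substrate (final), with a 15-min room-temperature compound preincubation.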
# The depositor's hits bear a star; ? = inconclusive; nt = no result given; [ ] = another dose, or the depositor's remark. The call rests on the fitted dose curve; in most records, active means well fitted curve in the direction sought with a large enough effect; inconclusive means small, poorly fitted or top-dose-only effect, or another doubt; inactive means no such curve, though single readings can be large; an effect the other way counts as inactive or inconclusive. Potency means the concentration at half of the fitted maximal effect. A portion of the library, so the mix of outcomes need not match the whole.
SMILES,POLI inh,POLB inh,BLM inh,G9a block,BAZ2B block,APEX1 inh,Apoferritin bind,POLH inh,POLK inh
CCC(=O)Nc1ccc(C(=O)COC(=O)c2sc(C)nc2C)cc1,-10.7%,nt,nt,-26.0%,10.9%,11.8%,nt,-4.6%,-7.4%
CCN1CCN(C(=O)CCCCCn2c(=O)[nH]c3cc(C(=O)OC)ccc3c2=O)CC1,12.7%,4.4%,-8.5%,?,4.2%,-1.1%,-10.9%,5.9%,1.2%
COc1ccc(S(=O)(=O)N2CCOCC2)cc1Cl,10.5%,22.5%,-0.1%,0.0%[59 µM],-5.7%,-1.6%,-15.5%,-11.1%,-5.9%
CC1=NN(c2ccccc2)C(=O)/C1=C\c1ccc(Oc2ccc([N+](=O)[O-])cc2[N+](=O)[O-])cc1,1.78µM*,-2.8%,-21.5%,44.7µM*,39.8µM*,-6.3%,-2.5%,50.1µM*,-13.0%
COc1cc(NC(=O)CSc2ncnc3sc4c(c23)CCCC4)c(C(=O)O)cc1OC,?,15.1%,0.5%,?,-4.5%,3.7%[12.4 µM],6.5%,?,-10.9%
CCc1nnc(NC(=O)CCC(=O)N2CCN(C3CCCCC3)CC2)s1,1.2%,-1.3%,1.9%,10.4%[59 µM],21.3%,-5.2%,-10.3%,-6.7%,-5.1%
CN(Cc1cnn(C)c1)C(=O)C1CCCCC1C(=O)O (stereo not drawn),5.6%,12.9%,1.7%,?,-0.5%,7.2%,-12.0%,7.8%,0.4%
Cc1ccc(C(=O)c2oc3ccccc3c2N)cc1,-1.8%,-7.1%,-3.7%,?,5.9%,3.9%,4.6%,-8.0%,-13.8%
COc1ccc(N2CCN(C(=O)c3ccc(COc4ccc([N+](=O)[O-])cc4)o3)CC2)cc1,14.1%,2.0%,-4.7%,22.4µM*,?,4.9%,?,-26.9%,-3.4%
COc1cc(/C=C/c2cc[n+](C)cc2)ccc1OCC(=O)Nc1ccccc1,-8.0%,?,48.5%[activator],12.6µM*,-21.4%,41.6%,242.9%[activator],-21.7%,-26.4%
COc1cccc(NC(=O)N2CCN(C(=O)c3nsc4ccccc34)CC2)c1,36.9%[activator],-11.4%,-2.8%,4.9%[59 µM],-1.9%,nt,-14.7%,nt,-9.3%
O=C1Oc2ccccc2C(=O)/C1=C/c1ccccc1O,67.4%[activator],-7.7%,-11.5%,?,-32.9%,4.5%,-8.3%,-14.0%,-5.6%
CC1(C2CC2)NC(=O)N(CC(=O)N2CCN(c3ccccc3)CC2)C1=O (stereo not drawn),-4.3%,nt,nt,-46.4%[12.7 µM],-6.4%,12.4%,nt,-4.2%,-1.8%
COC(=O)CCC(NC(=O)c1cc(C)oc1C)C(=O)OC (stereo not drawn),11.4%,7.3%,-9.1%,-3.0%[59 µM],0.2%,?,-4.0%,-9.3%,1.6%
Cc1c(NC(=O)Nc2cccc(Cl)c2)c(=O)n(-c2ccccc2)n1C,22.4%,25.4%,-1.4%,-12.1%[59 µM],11.9%,16.5%,-2.5%,-13.5%,-4.3%
CN(C)CCN(C(=O)C1CCN(S(=O)(=O)c2cccs2)CC1)c1nc2c(F)cccc2s1,-7.0%,nt,nt,?,?,25.6%,nt,-17.8%,-4.5%
C/C(N)=C(/C#N)C(=O)COC(=O)c1cccc(C)c1O,26.1%,?,-7.4%,3.4%,-6.9%,2.5%,-2.1%,-13.0%,10.8%
COc1ccc(CC(=O)N(CC2CCCO2)c2nc3ccccc3s2)cc1 (stereo not drawn),22.8%,17.2%[57.1 µM],-2.5%,-6.4%,16.4%,?,-15.3%,-4.6%,-9.7%
CCOC(=O)c1sc(NC(=O)c2ccc(C)o2)nc1C,-3.4%,-7.4%,0.6%,-4.2%[59 µM],1.6%,2.9%,-11.7%,-1.3%,-5.6%
COc1ccc(-c2c(C)nn3c(N4CCN(c5cc(Cl)ccc5C)CC4)cc(C)nc23)cc1OC,30.3%[activator],-8.8%,-5.6%,2.7%[59 µM],-24.9%,nt,-13.0%,-15.5%,-10.4%
CCC(CO)Oc1cc(NCc2ccccc2C)c2ncn(C(C)C)c2c1 (stereo not drawn),?,nt,nt,nt,nt,-2.0%,nt,-10.8%,-20.2%
CCN(CC)S(=O)(=O)c1ccc(/C=C/C(=O)OCC(=O)Nc2cccc3ccccc23)cc1,-1.7%,-1.1%,2.3%,23.8%,1.7%,-1.8%,-8.5%,-5.4%,-14.2%
CCN1C(=O)[C@@H]2[C@H](C1=O)[C@@H]1C(=O)Nc3ccccc3C(=O)N1[C@@H]2c1cccc(OC)c1,-5.4%,nt,nt,20.6%[12.7 µM],9.6%,7.4%,nt,-16.6%,-2.5%
Cc1cc(/C=C2/C(=O)NN(c3ccccc3)C2=O)c(C)n1-c1cccc(O)c1,56.2µM*,?,-12.7%,22.4µM*,?,4.8%,4.7%,?,-32.7%
CC(C)Oc1ccccc1C1C=C(C(=O)O)Nc2ncnn21 (stereo not drawn),-15.6%,0.8%,3.7%,14.1µM*,?,nt,15.9%,-5.0%,-20.4%
Cc1c(NC(=O)CCSCCc2ccccn2)cccc1[N+](=O)[O-],45.1%[activator],-21.0%,0.3%,-45.1%,nt,2.5%,-12.4%,-20.1%,3.8%
N#Cc1ccccc1COC(=O)CCCC1=NS(=O)(=O)c2ccccc2N1,28.2%,25.7%,0.9%,50.9%[activator],2.1%,12.1%,-4.4%,4.0%,1.3%
CCNC(=O)CCc1nc(-c2ccc(C(C)(C)C)cc2)no1,?,25.0%,-0.9%,?,8.0%,-0.7%,-23.2%,-18.4%,2.8%
CCCCCCNC(=O)CSc1nccn1Cc1ccccc1,26.0%,?,-1.0%,?,-6.9%,4.2%,-20.4%,-5.4%,-2.3%
COc1cccc(CNC(=O)CCC2CCCN(Cc3cc(Cl)ccc3O)C2)c1 (stereo not drawn),38.3%[activator],0.6%,1.0%,-41.5%,-21.0%,2.5%,-16.5%,4.9%,-7.0%
Brc1ccccc1-c1nnc(CSc2nnnn2-c2ccccc2)o1,-12.8%,8.9%,-20.2%,?,15.4%,-4.4%,-21.2%,-2.4%,-0.7%[60.1 µM]
Cc1noc(C)c1COc1ccccc1C(=O)Nc1cccc(S(=O)(=O)N(C)C)c1,13.8%,nt,nt,-38.2%,5.5%,1.8%,nt,-16.7%,-4.0%
C1=C(N2CCOCC2)/C(=C/c2nc3ccccc3[nH]2)CC1,14.1µM*,20µM*,0.5%,20µM*,?,-4.0%,-7.5%,20µM*,79.4µM*
CCOC(=O)N1CCC(NC(=O)c2cc(C(=O)Nc3cccc(OC)c3)ccc2CO)CC1,-7.2%,2.0%,-0.2%,3.0%,11.7%,0.9%,-9.7%,-13.1%,5.4%
CC1(C)Cc2c(cnn2-c2ccc(F)cc2)C(NC(=O)CCC(F)(F)F)C1 (stereo not drawn),140.9%[activator],23.3%,-1.6%,26.2%,-1.5%,56.2%[activator],-12.4%,-3.3%,1.9%
C[C@H]1CN=C(N(C)C)N1CCCC1CCCC1,?,nt,nt,-8.6%[2.33 µM],6.4%,6.9%,nt,-6.4%,-0.9%
CN(C(=O)CCNC(=O)Cn1ccc2ccccc2c1=O)c1ccc(Br)cc1,55.1%[activator],0.9%,0.9%,-3.0%,6.7%,3.6%,-8.1%,-11.7%,-4.5%
O=C(NCc1ccccc1)c1ccc2c(c1)sc1nc(-c3ccc(F)cc3)cn12,-0.1%,-0.1%,-0.9%,5.9%[59 µM],-13.6%,nt,-0.6%,-6.2%,10.9%
Cc1nc2nncn2c(NCc2ccc(Cl)cc2)c1C,28.7%,-0.8%,2.0%,0.7%[59 µM],-0.8%,nt,-4.6%,-10.8%,-10.3%
CCOC(=O)c1c(C)[nH]c(C(C)=NNC(=O)c2cccs2)c1C,21.5%,nt,nt,nt,nt,38.0%,nt,-10.9%,-15.9%
Cc1ccc(NC(=O)CCNS(=O)(=O)c2ccc3c(c2)oc(=O)n3C)cc1,20µM*,-2.7%,-8.3%,-72.0%,-9.2%,-3.1%,-11.5%,50.1µM*,89.1µM*
Cc1ccc(NC(=O)c2onc(C)c2Cl)cc1,-21.7%,39.0%[activator],2.0%,16.0%,-0.6%,-5.0%,-7.0%,-2.0%,-2.5%
CCN(CC)C(=S)Nc1ccc([N+](=O)[O-])cc1,18.8%,2.9%,-3.3%,9.2%[59 µM],-3.2%,4.9%,-13.8%,-11.7%,3.2%
O=C(CSc1nc2cc(Cl)ccc2s1)c1cc2ccccc2o1,-2.6%,1.0%,-24.4%,?,7.3%,-5.0%,-15.0%,-27.2%,-14.5%

# Four entries from above, reformatted:
molecule: Cc1ccc(NC(=O)CCNS(=O)(=O)c2ccc3c(c2)oc(=O)n3C)cc1
  POLI inh: 20µM*	POLB inh: -2.7%	BLM inh: -8.3%	G9a block: -72.0%	BAZ2B block: -9.2%	APEX1 inh: -3.1%	Apoferritin bind: -11.5%	POLH inh: 50.1µM*	POLK inh: 89.1µM*

molecule: Cc1ccc(NC(=O)c2onc(C)c2Cl)cc1
  POLI inh: -21.7%	POLB inh: 39.0%[activator]	BLM inh: 2.0%	G9a block: 16.0%	BAZ2B block: -0.6%	APEX1 inh: -5.0%	Apoferritin bind: -7.0%	POLH inh: -2.0%	POLK inh: -2.5%

molecule: CCN(CC)C(=S)Nc1ccc([N+](=O)[O-])cc1
  POLI inh: 18.8%	POLB inh: 2.9%	BLM inh: -3.3%	G9a block: 9.2%[59 µM]	BAZ2B block: -3.2%	APEX1 inh: 4.9%	Apoferritin bind: -13.8%	POLH inh: -11.7%	POLK inh: 3.2%

molecule: O=C(CSc1nc2cc(Cl)ccc2s1)c1cc2ccccc2o1
  POLI inh: -2.6%	POLB inh: 1.0%	BLM inh: -24.4%	G9a block: ?	BAZ2B block: 7.3%	APEX1 inh: -5.0%	Apoferritin bind: -15.0%	POLH inh: -27.2%	POLK inh: -14.5%
